AHR act = activators of human aryl hydrocarbon receptor; P35869; AHR-responsive luciferase reporter cells, luminescence; activation, % at 5 µM; hit rate 2.5% among 320,000; AID 2796; in the data active = activation above about 47%;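 also: 0% = vehicle wells and 100% = reference agonist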
LAP4 TOR yeast = alters LAP4-GFP fluorescence in TOR pathway yeast screen; S. cerevisiae LAP4-GFP multiplex, flow cytometry GFP, 3 h; median GFP as percent of DMSO wells; GFP response vs DMSO, % at 10 µM; hit rate 0.34% among 320,000; AID 2023;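 active = GFP response vs DMSO above a set limit, about the screen mean plus 3 SD, cut at about 150% in these data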
procasp3 activ = activates human procaspase-3. P42574. recombinant procaspase-3 D3A, Ac-DEVD-pNA absorbance 405 nm. activation, % at 8.5 µM. hit rate 0.11% among 330,000;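 active = activation above the mean of all tested compounds plus 3 SD, cut at about 21% in these data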;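 also: 0% = DMSO alone and 100% = DMSO wells spiked with extra 5 µM PC-3 D3A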
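Compound: 8.5 µM single point, 0.8% DMSO / Material: Autoprocessing-dead procaspase-3 D3A mutant enzyme / Timing: 1 h preincubation plus 2 h reaction at 25 °C / Medium: Zinc-free HEPES/NaCl buffer with 0.01% Triton X-100 at pH 7.4 / Technique: 405 nm absorbance of p-nitroaniline, reads at 0 and 120 min / Repeats: one well per compound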
EBNA-1 inh = blocks EBNA-1 binding to DNA. EBNA-1 DNA binding, fluorescence polarization. inhibition, % at 14.8 µM. hit rate 0.34% among 300,000. AID 1950; in the data active = inhibition above about 28%
procasp7 counter = counter-screen: procaspase-7 (human) activation; P55210; AID 463210; activation, % at 8.5 µM; recombinant procaspase-7, Ac-DEVD-pNA absorbance 405 nm; D23A/D198A/D206A triple mutant, cannot self-cleave; scale: DMSO 0, 5 µM enzyme 100; hit rate 0.093% among 330,000;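 active = percent activation above the screen-wide mean plus 3 SD, cut at about 25% in these data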
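Assay system: Uncleavable procaspase-7 mutant enzyme; Input: 2 µM procaspase-7 mutant as dispensed; Also added: DEVD-pNA substrate; Medium: Zinc-free HEPES pH 7.4 with 300 mM NaCl, 0.01% Triton X-100; Timing: 1 h compound preincubation, 2 h substrate cleavage, 25 °C; Measured by: Epi-absorbance of released pNA at 405 nm, two timepoints.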
ZTA DNA inh = counter-screen for EBNA-1 inhibitors: inhibitors of Epstein-Barr virus ZTA | P03206 | ZTA-DNA binding, fluorescence polarization | inhibition, % at 11 µM | hit rate 0.15% among 320,000; in the data active = inhibition above about 33%
RPL19A-GFP yeast = modulators of TOR pathway RPL19A-GFP in S. cerevisiae; S. cerevisiae RPL19A-GFP strain, flow cytometry, 3 h; stronger effect = lower value; percent response vs DMSO, % at 10 µM; hit rate 0.3% among 330,000; AID 2025;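 active = percent response vs DMSO below 50%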;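 also: median channel GFP fluorescence of the barcoded RPL19A-GFP strain; ratio of sample median GFP to plate DMSO average so 100% = DMSO; lower means less RPL19A-GFP as with rapamycin TOR inhibition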
MEP2 TOR yeast = alters MEP2-GFP fluorescence in TOR pathway yeast screen; AID 2016; hit rate 0.51% among 330,000; S. cerevisiae MEP2-GFP strain, flow cytometry GFP, 3 h; 100% = DMSO control level; GFP response vs DMSO, % at 10 µM;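 active = GFP response versus DMSO above a set limit, roughly screen mean plus 3 SD, cut at about 180% in these data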;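 also: median GFP fluorescence of the barcode-gated MEP2-GFP cells per well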
* = called active by the depositor; nt = no result given; [ ] = dose if it differs, or a comment.

Values run as follows: procasp7 counter	EBNA-1 inh	AHR act	MEP2 TOR yeast	RPL19A-GFP yeast	LAP4 TOR yeast	ZTA DNA inh	procasp3 activ
- CC(NC(=O)COC(=O)CCC(=O)c1ccc(F)cc1)c1ccccc1 (stereo not given)
  -4	nt	1	110	108	111	nt	-2
- COc1ccc(NC(=O)CSc2nc3ccccc3c(=O)n2Cc2cccs2)c(OC)c1
  8	3	-2	102	100	97	-8	8
- Cc1nn2c(N3CCOCC3)cc(C(C)C)nc2c1-c1ccccc1
  4	4	5	108	102	98	-10	-1
- O=C(Nc1ccc(Cl)cc1)Nc1nnc(CSCc2ccc(Cl)cc2)s1
  -3	-13	2	111	112	93	12	-11
- COc1ccc(CN2CCN(c3cccc(C)c3C)CC2)cc1OC
  5	-4	0	98	99	93	4	0
- C=CCn1c(CCC(=O)O)ccc1-c1ccc(OC)cc1
  4	8	3	124[may fluoresce violet]	88[may fluoresce violet]	100[may fluoresce violet]	-1	0
- C=CCc1cc(OC)ccc1OCCN1CC(C)OC(C)C1 (stereo not given)
  1	-5	11	100	108	88	2	3
- O=C(Nc1nccs1)c1cccc2ccccc12
  15	2	31	98	90	87	15	6
- O=S(=O)(Nc1ccc(F)cc1)N1CCOCC1
  4	-10	-2	105	103	93	-6	2
- O=C(CN(c1cccc(C(F)(F)F)c1)S(=O)(=O)c1ccc(Cl)c([N+](=O)[O-])c1)NCc1ccccc1Cl
  4	6	-1	100	102	96	9	2
- O=C(NC1CC1)C1CCN(c2ccc(S(=O)(=O)N3CCOCC3)cc2Cl)CC1
  -2	-5	0	112	101	105	10	0
- CCCCCN(C(=O)NC(=O)Nc1ccccc1OC)S(C)(=O)=O
  11	4	36	95	96	99	-7	1
- O=C(NCCc1ccccn1)c1cc2ccccc2o1
  -2	15	35	105	100	92	6	-1
- COc1cc(OC)cc(-c2c(-c3cccs3)c3cc(-c4cnc(N)nc4)ccc3n2C)c1
  -2	nt	11	99	101	97	nt	-2
- O=c1[nH]c(/C(Cl)=C/c2cccc(F)c2)nc2cc(C(F)(F)F)ccc12
  -1	9	12	91	99	89	3	11
- O=C(Cn1c(-c2ccccn2)nc2ccccc21)N/N=C/c1ccccn1
  0	6	-2	103	102	100	-30	-1
- O=C(Nc1cc(C(=O)N2CCCC2)ccc1N1CCCC1)C1CC1
  1	5	1	100	96	99	-3	8
- Cc1nn(C)cc1-c1n[nH]c(=S)n1-c1ccc(Cl)cc1
  -9	-1	3	108	101	102	-10	2
- N#C/C=C1/NC(=O)c2ccccc2S1
  -6	4	0	92	98	103	13	-4
- CN(c1ccc(OCc2nnc(-c3ccccc3)o2)cc1)S(=O)(=O)c1ccccc1
  5	-7	0	98	96	103	-11	4
- CCN(CC)CCOC(=O)c1ccc(NC(=O)CCCN2C(=O)S/C(=C/c3ccc(OC)cc3)C2=S)cc1
  -18	-14	-6	105	95	108	10	-11
- COc1cc(NC(=O)Cn2cnc(S(=O)(=O)N3CCc4ccccc43)c2)cc(OC)c1OC
  6	3	-1	104	102	98	-4	6
- CC1CCCC(NC(=O)C2N(CCCN3CCCC3)C(=O)C3C(C(=O)Nc4ccc(Cl)cc4)C4C=CC32O4)C1C (stereo not given)
  2	-5	0	104	101	98	-5	0
- CCN1CCCC1CNC1=NCCCCC1 (stereo not given)
  6	6	-4	101	105	102	-13	0
- C[C@H](NC(CCc1ccccc1)C(=O)O)C(=O)N1CCC[C@H]1C(=O)O (stereo not given in full)
  -3	7	0	93	99	105	7	2
- O=C(OCC(=O)N1CCCCC1)c1c[nH]c2ccccc12
  4	nt	13	101	98	101	2	-5
- O=C(/C=C/c1ccccc1[N+](=O)[O-])NCCCn1ccnc1
  -5	-10	22	103	102	102	5	-8
- COc1ccc(N2CCN(c3ccc([N+](=O)[O-])cc3Cl)CC2)cc1
  2	5	-3	104	104	107	-3	2
- COc1cc2c(cc1OC)CN(C(=O)CN(C)S(=O)(=O)c1ccc(NC(C)=O)cc1)CC2
  7	-4	0	102	101	94	-15	1
- CN1CCN(CCCN(Cc2ccco2)C(=S)Nc2ccc(Cl)cc2)CC1
  -11	-18	-2	95	109	96	-2	5
- CC[C@H](C)[C@H](NC(=O)OCc1ccccc1)C(=O)OCC(=O)N(C)CC(=O)Nc1ccccc1Cl
  -1	-10	0	109	106	110	3	1
- O=C1NC(=O)C(c2ccccc2)(c2ccc(O)cc2)N1 (stereo not given)
  1	nt	-1	104	96	97	17	1
- CCOc1ccc(C(CC(=O)O)NC(=O)C23CC4CC(CC(C4)C2)C3)cc1 (stereo not given)
  2	3	0	98	100	92	14	4
- CCOc1cc(/C=N\NC(=O)c2ccc(C)nc2)ccc1OC(=O)c1ccc(F)cc1
  7	-4	1	101	103	82	-8	-5
- CCN(CC)c1ccc(C(=O)NNC(=O)C2CSC3(C)CCC(=O)N23)cc1 (stereo not given)
  -5	nt	1	98	99	97	3	-3
- COc1ccccc1CCNC(=O)C(=O)NCC1OCCN1S(=O)(=O)c1ccc(OC)c(OC)c1 (stereo not given)
  5	-5	-2	100	100	99	-5	-1
- O=C(NCCC1=CCCCC1)c1cccc(S(=O)(=O)N2CCCCC2)c1
  7	4	1	94	97	96	1	-2
- COc1ccc(NC(=O)Cn2nnc(C(=O)NCCc3ccccc3)c2N)c(OC)c1
  8	-13	4	111	102	100	-14	4
- C/C(=N/NC(=S)Nc1cccc(C)c1)c1cccc([N+](=O)[O-])c1
  -10	12	106*	95	103	101	3	-12
- CCCC(c1nnnn1CS(=O)(=O)c1ccc(C)cc1)N1CCN(c2ccc(F)cc2)CC1 (stereo not given)
  4	-5	5	97	100	100	-17	1

3 entries already listed, arranged by their value in EBNA-1 inh, falling.
smiles	EBNA-1 inh
C/C(=N/NC(=S)Nc1cccc(C)c1)c1cccc([N+](=O)[O-])c1	12
CCOc1ccc(C(CC(=O)O)NC(=O)C23CC4CC(CC(C4)C2)C3)cc1 (stereo not given)	3
CCCC(c1nnnn1CS(=O)(=O)c1ccc(C)cc1)N1CCN(c2ccc(F)cc2)CC1 (stereo not given)	-5

(further entries)
Values run as follows: procasp7 counter	EBNA-1 inh	AHR act	MEP2 TOR yeast	RPL19A-GFP yeast	LAP4 TOR yeast	ZTA DNA inh	procasp3 activ
- CC(C)c1nc(SCC(=O)N2CCCC2)c2c(=O)n(C)c(=O)n(C)c2n1
  4	-1	1	102	96	96	2	0
- O=C1C(c2ccnc3ccccc23)=C(O)c2ccccc21
  16	-1	54*	97	73	103	-1	-9
- O=C(Nc1ccc(Cl)c([N+](=O)[O-])c1)c1ccncc1
  4	7	10	92	102	98	-2	-3
- O=C(/C=C/c1ccccc1)c1ccoc1
  7	11	-1	107	99	112	15	1
- C=CCOC(=O)C1=C(C)NC(=O)NC1c1ccc(OC(=O)c2ccco2)c(OC)c1 (stereo not given)
  3	2	0	114	111	112	-9	4
- CC(=O)N1C(C)c2ccccc2C(C)(C)CC12CCCCC2 (stereo not given)
  8	8	1	97	99	88	-1	8
- CCn1c2ccccc2c2cc(NC(=O)CSc3nnc(-c4ccc(OC)c(OC)c4)n3N)ccc21
  3	5	33	103	102	102	10	7
- CCC(=O)NCCc1nc2ccccc2n1CC(=O)c1ccccc1
  10	7	10	94	90	95	-9	0
- COc1ccc(S(=O)(=O)NCCc2nnc3ccc(SCc4cccnc4)nn23)cc1
  12	-4	1	103	97	105	5	4
- COc1ccc(C(C(=O)NC2CCCCC2)N(C(=O)c2ccco2)c2ccc(-n3cnnn3)c(C)c2)cc1 (stereo not given)
  -2	2	1	107	101	108	10	-3
- COc1cccc(/C=N/NC(=O)c2ccc3nc[nH]c3c2)c1O
  -12	-12	7	101	98	100	7	8
- Cc1cccc(Oc2nc(CN3CCOCC3)nc3sc4c(c23)CCCC4)c1
  -2	-2	7	98	97	99	-10	-1
- CSc1nc(N)nc2c1ncn2CC(=O)NCC1CCCO1 (stereo not given)
  3	nt	0	95	96	101	nt	-2
- Cc1cccc(NS(=O)(=O)c2cccs2)c1
  9	-1	2	104	99	113	-12	-8
- CCS(=O)(=O)c1ccc2oc(Nc3cc(C)cc(C)c3)nc2c1
  -2	1	22	109	100	95	-4	-7
- CCOC(=O)COc1ccc(S(=O)(=O)Nc2ccc(C)cc2)cc1
  12	9	-1	120	111	115	4	1
- CSc1nc2ccc3nc(NC(=O)c4ccc(Cl)s4)sc3c2s1
  -17	9	8	105	100	97	-3	5
- O=c1[nH]c(SCc2ccccc2[N+](=O)[O-])nc2nc[nH]c12
  5	-10	6	103	106	99	-10	2
- CC(=O)c1cccc(NS(=O)(=O)N2CCCCC2)c1
  1	4	-2	101	98	96	0	-9
- C/C(=N\NC(N)=S)C1(C)CCCCC1
  -13	-6	10	106	105	120	1	-24
- CC1OC2C(OC1C)N(S(C)(=O)=O)CCN2S(C)(=O)=O (stereo not given)
  1	4	4	95	99	93	-7	4
- Cc1cccc(C(=O)OCC(=O)N2CC(C)CC(C)C2)c1C (stereo not given)
  2	nt	0	100	102	90	nt	5
- CC(C)CNC(=O)C1C2C=CC(C2)C1C(=O)O (stereo not given)
  -2	-3	3	101	99	102	-2	-7
- Cn1c(=O)c2ccccc2n(CC(=O)NCCC2=CCCCC2)c1=O
  10	-10	-2	98	97	88	-2	3
- Cc1ccc(CNS(=O)(=O)c2ccc3oc(C(=O)O)c(C)c3c2)cc1
  -9	7	-1	159[may fluoresce violet]	nt	97[may fluoresce violet]	-3	7
- CSc1nsc(/C=C/Nc2ccc(C(=O)O)cc2)c1C#N
  1	10	10	109	102	103	3	3
- Cc1ccc(S(=O)(=O)N2CCC(=O)N(C(COCc3ccccc3)C(C)C)CC2)cc1 (stereo not given)
  -3	4	1	92	94	105	-23	5
- O=C(NC(=S)Nc1ccccc1Cl)c1cncc(C#Cc2ccccc2)c1
  3	8	2	101	100	99	-3	3
- CCCSc1nnc2nc3c(nn12)c1ccccc1n3C
  5	9	50*	112	99	92	13	-3
- O=C(O)c1ccc(S(=O)(=O)c2ccc3c(c2)C(=O)N(CC2CCCO2)C3=O)cc1 (stereo not given)
  0	1	0	103	98	108	4	4
- CC1=C(C(=O)OCCOc2ccccc2)C(c2ccsc2)NC(=O)N1C (stereo not given)
  -5	-6	6	95	95	99	-2	4
- Cc1ccccc1C(=O)NC1CCN(CC(=O)Nc2ccccc2Cl)CC1
  11	1	-1	109	103	94	1	4
- CCCCSc1nc(C)cc(SCC(=O)N/N=C/c2ccccc2)n1
  -3	-2	7	98	103	114	1	9
- Cc1cccc(N2CC(C(=O)OCc3ccc([N+](=O)[O-])cc3)CC2=O)c1 (stereo not given)
  14	-9	0	98	105	101	0	2
- Cc1ccc(NC(=O)CN(C)S(=O)(=O)c2cccc3cccnc23)cc1
  7	0	2	102	99	96	0	9
- COc1ccc(Oc2cc(C(F)(F)F)nc(N(C)C)n2)cc1
  -3	7	-1	132	104	129	7	-1
- Cc1ccc(NCC(=O)Nc2c(C)n(C)n(-c3ccccc3)c2=O)cc1S(=O)(=O)N(C)C
  8	8	0	98	94	100	-3	4
- Cc1ccc(C)c(S(=O)(=O)Nc2ccc(C(=O)NCCCN3CCCC3=O)cc2)c1
  -12	-3	2	95	112	79	-10	-4
- O=S(=O)(N/N=C/c1ccccc1F)c1ccccc1
  -3	-1	1	101	95	105	-15	-15

Assay outcomes deposited in PubChem BioAssay by several laboratories.
